From PubChem BioAssay
HT1080 cytotoxicity: cytotoxicity in HT1080 fibrosarcoma cells, cell-based, fluorescence readout (AID 620). HT1080 viability, fluorescence; higher % means a stronger effect. cytotoxicity, % at 10 µM; hits with a dose series show EC50 in µM. 0.42% of 87,000 active; in the data active = cytotoxicity above about 50%;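 note: cells exposed to compound overnight then 4 h with Alamar Blue; 0% = vehicle DMSO and 100% = killing control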
* hit, by the source's call. Not all compounds are listed, so the mix of outcomes need not match the whole.

SMILES	HT1080 cytotoxicity
CCCCn1c(SC(C)C(=O)c2ccc(OC)cc2)nc2cc(S(N)(=O)=O)ccc21 (stereo unspecified)	-1%
N#Cc1c(OCC(=O)c2ccccc2)nc2c(c1-c1ccco1)CCc1ccccc1-2	11%
Cc1cc2oc(C(=O)N(Cc3ccccc3)C3CCS(=O)(=O)C3)cc(=O)c2cc1Cl (stereo unspecified)	-15%
CC1CCCCN1C(=O)c1cc2nc(-c3ccccc3)cc(-c3ccccc3)n2n1 (stereo unspecified)	-19%
Cc1ccc(CNn2cnnc2SCc2ccc(F)cc2)cc1	-4%
CNCCCOc1ccc(C(C)(C)c2ccccc2)cc1	-39%
CCC(=O)N(Cc1ccco1)c1nc(-c2ccc(OC)cc2)cs1	9%
CCn1c(Cc2c(C)[nH]c3ccccc23)nnc1SCC(=O)NCc1ccco1	24%
CCOC(=O)CSc1nc(C)cc(C)n1	-11%
Cc1cc2ccccc2n2c(SCC(=O)N3CCc4ccccc4C3)nnc12	5%
Cc1nc(NC(=O)COC(=O)CCS(=O)(=O)c2ccccc2Cl)c(Cl)cc1Cl	-12%
CCN=c1scc(-c2ccco2)n1/N=C/c1ccc(O)cc1	5%
Cc1ccc2nc(/C(C#N)=C\c3ccc(N4CCCCC4)c([N+](=O)[O-])c3)[nH]c2c1	-15%
CC(C)(C)n1nnnc1C(c1ccc(F)cc1)N1CCN(Cc2ccc3c(c2)OCO3)CC1 (stereo unspecified)	-5%
CCn1cc(C(=O)Nc2nnc(C)s2)c(=O)c2cc(F)c(N3CCN(C(=O)c4ccco4)CC3)cc21	10%
Nn1c(SCC(=O)N2CCc3ccccc3C2)nnc1-c1cccs1	9%
COc1ccc(CNCCSc2nnnn2C)cc1OC	6%
O=C(Nc1ccc([N+](=O)[O-])cc1)/C(=C/c1cccc([N+](=O)[O-])c1)NC(=O)C1CCCCC1	14%
Cc1cccc(N=C2N=C(N)c3ccccc32)c1	8%
COc1cc(OC)cc(-c2nc3ccccc3s2)c1	8%
COC(=O)[C@H](Cc1ccccc1)NC(=O)[C@]1(C)C[C@H]1[C@H](NC(=O)OCc1ccccc1)c1ccccc1	2%
COc1ccc(-c2nc(C#N)c(N3CCC(C(N)=O)CC3)o2)cc1OC	-5%
CCc1cc(OCCCSc2nc(C)cc(=O)[nH]2)ccc1Cl	-1%
CN(CC(=O)O/N=C(\N)c1cccc([N+](=O)[O-])c1)S(=O)(=O)c1ccccc1	-1%
COc1ccc2c(c1)C(=O)c1ccccc1CO2	-1%
Cc1ccc(OCc2nnc(NC(=O)c3ccco3)s2)cc1	-6%
COc1ccccc1C(=O)Nc1nc(N)n(-c2ccccc2)n1	1%
CCOC(=O)C1=C(C)N(CCCC(=O)O)C(=O)NC1c1ccccc1OC(=O)c1ccc(I)cc1 (stereo unspecified)	2%
O=C(OCc1ccccc1)c1cccc(-c2nnn(Cc3ccccc3)n2)c1	-13%
CCOC(=O)N1CCC2(CC1)C(C#N)=C(N)Oc1n[nH]c(C)c12	-4%

A draw from above in order of molar mass, rising.
SMILES	HT1080 cytotoxicity
Cc1cccc(N=C2N=C(N)c3ccccc32)c1	8%
CNCCCOc1ccc(C(C)(C)c2ccccc2)cc1	-39%
CCC(=O)N(Cc1ccco1)c1nc(-c2ccc(OC)cc2)cs1	9%

Later entries.
SMILES	HT1080 cytotoxicity
O=C1NCCc2c1[nH]c1ccccc21	-16%
Cc1ccc(-n2nnnc2SCC(=O)Nc2ccc3c(c2)OCCO3)cc1C	-1%
COC(=O)C1=CN(CC2CCCO2)C=C(C(=O)OC)C1c1ccccc1C(F)(F)F (stereo unspecified)	3%
CN(Cc1ccccc1)c1ccc(S(=O)(=O)N2CCOCC2)cn1	-6%
c1ccc(-c2nc3cc4ccccc4cc3[nH]2)nc1	15µM*
CCOC(=O)Cc1nnc(NC(=O)CSc2ccc(Cl)cc2)s1	2%
CC(C)(C)c1[nH]nc2c1C(C1C=CCCC1)C(C#N)=C(N)O2 (stereo unspecified)	-14%
O=C(Cc1ccccc1)NCc1ccc2c(c1)OCO2	-19%
COc1cc(/C=C/c2ccc3cccc(OC)c3n2)c(OC(C)=O)c([N+](=O)[O-])c1	-12%
CN(C)c1ccc(CNC2C3CC4CC(C3)CC2C4)cc1 (stereo unspecified)	2%
CCCN(/C=N/c1sc2c(c1C#N)CCCCC2)CCC	-25%
CC(C)NC(=O)CSc1nnc(-c2ccco2)n1N	-3%
CCOc1cc(C2Nc3cccc4cccc(c34)N2)ccc1O	-1%
CC(c1ccccc1F)n1cc(C(=O)NCCCn2ccnc2)nn1 (stereo unspecified)	-2%
COC(=O)CSc1nnc(CNS(=O)(=O)c2ccc(Cl)cc2)n1C	29%
C/C(N)=C(/C#N)C(=O)CSc1nnnn1-c1ccccc1	-2%
CCCCn1c(SCC(=O)N2CCOCC2)nnc1-c1ccoc1C	-13%
COc1ccc(N2CCN(Cc3nc4c(c(=O)n(C)c(=O)n4C)n3C(C)C(C)=O)CC2)cc1 (stereo unspecified)	-2%
CCC(C)NC(=O)Cn1c(=O)n(CCCC(=O)NCc2ccccc2Cl)c(=O)c2ccccc21 (stereo unspecified)	22%
CC(C)(C)CC(=O)Nc1ccc(Nc2ccccc2)cc1	1%
CCCOc1ccc(CNC(=S)N/N=C/c2ccc([N+](=O)[O-])cc2)cc1	0%
CCCCCn1cnc2sc(-c3ccccc3)cc2c1=O	-14%
COc1cccc(C(=O)Nc2cccc(-c3nnc(-c4ccco4)o3)c2)c1	-8%
COc1cc(S(=O)(=O)n2ccc(C)n2)c(OC)cc1Cl	2%
CCCc1nnc(N2C(=O)c3cccc4cccc(c34)C2=O)s1	3%
Cc1csc(SCC(=O)Nc2sc3c(c2C#N)CCC3)n1	5%
CC(Sc1nnc(Cc2cccs2)n1C1CCCCC1)C(N)=O (stereo unspecified)	-6%
O=C(CN1C(=O)c2ccccc2C1=O)N1CCN(C(=O)c2ccco2)CC1	8%
Cc1cc(Cl)cc(Cl)c1OCCOc1cccc2cccnc12	-8%
Cc1cccnc1NC(=O)C1CCN(S(=O)(=O)c2cccs2)CC1	1%

Rewritten with each value named: 4 of the compounds above
COc1cc(/C=C/c2ccc3cccc(OC)c3n2)c(OC(C)=O)c([N+](=O)[O-])c1
  HT1080 cytotoxicity: -12%

CN(C)c1ccc(CNC2C3CC4CC(C3)CC2C4)cc1 (stereo unspecified)
  HT1080 cytotoxicity: 2%

CCCN(/C=N/c1sc2c(c1C#N)CCCCC2)CCC
  HT1080 cytotoxicity: -25%

CC(C)NC(=O)CSc1nnc(-c2ccco2)n1N
  HT1080 cytotoxicity: -3%

New compounds follow.
SMILES	HT1080 cytotoxicity
COc1ccc(C)cc1NC(=O)C12CCC(C)(C(=O)O1)C2(C)C (stereo unspecified)	-2%
Clc1ccc2c(c1)C=Nc1c(NCc3ccccc3)ncnc1O2	-1%
COc1cccc(-c2csc(N3CCN(C(=O)Nc4ccc(F)cc4)CC3)n2)c1	2%
Clc1ccc2nc(CSc3nncn3-c3ccccc3)cn2c1	2%
CCCCC(=O)C1=C(N2CCCC2)CC(C)(C)CC1=O	24%
NC(=O)c1ncc(C(F)(F)F)cc1Oc1cccc(F)c1	2%
Cc1cc(C(F)F)n2ncc(C(=O)NCCc3ccccc3Cl)c2n1	6%
Cc1cc(C#N)c(C)c(SCc2[nH]nc3c2C(c2ccccc2)C(C#N)=C(N)O3)n1 (stereo unspecified)	-4%
CC1CCN(C(=S)c2ccc3c(c2)OCO3)CC1	2%
CNC(=O)/C(C#N)=c1\s/c(=C/C(=O)OC)c(=O)n1-c1ccccc1	-28%
O=C(CCC1CCCCC1)NCc1cccs1	-6%
COc1cc(C(=O)Nc2sc3c(c2C(=O)NCc2ccco2)CCCC3)cc(OC)c1OC	4%
CCC(C)(C)n1nnnc1C(C(C)C)N(CCN1CCOCC1)Cc1cc2cccc(C)c2[nH]c1=O (stereo unspecified)	1%
COc1nc(NCCN2CCOCC2)nc(Nc2ccc([N+](=O)[O-])cc2)n1	5%
Cc1nc(SCC(=O)N2CCc3ccccc32)n[nH]1	0%
Cc1cc(C)n2nc(C(=O)Nc3ccc(S(=O)(=O)N4CCCCC4)cc3)nc2n1	8%
Cc1nc2ccccc2n1CC(O)Cn1c2ccccc2c2ccccc21 (stereo unspecified)	12%
COc1ccc(C(=O)N2CCC(C(=O)Nc3ccc4c(c3)OCCO4)CC2)cc1	-10%
CC(NC(=O)C1CCCN(C(=O)N(C)C)C1)c1ccccc1 (stereo unspecified)	15%
CN(C)c1ccc(C(=O)n2nnc3ccccc32)cc1	-2%
CC([NH2+][O-])C(C)(C)NO (stereo unspecified)	-4%
CCOc1cc(-c2cc(-c3ccccc3)nc(N)c2C#N)ccc1O	28%
Cc1cc(NS(=O)(=O)c2ccc(NC(=O)NC(C)(C(F)(F)F)C(F)(F)F)cc2)no1	-6%
CCOc1ccc(C=O)cc1CN1CCCCC1	-2%
c1ccc(-c2nnc(SCc3nnc(-c4cccs4)o3)o2)cc1	-17%
Cn1cc(Cl)c(C(=O)N/N=C/c2ccc(OS(=O)(=O)c3ccccc3)cc2)n1	6%
Cc1cccc(Nc2nnc(-c3ccc(C(=O)N4C[C@H]5C[C@H](C4)c4cccc(=O)n4C5)cc3)c3ccccc23)c1	-10%
O=C(Cn1nnc(-c2cccc(C(F)(F)F)c2)n1)N1CCCCCC1	-9%
C[C@H](N)c1nnc(SCC(=O)c2ccc(Cl)cc2)o1	-10%
CC(C)NC(=O)CSc1nnc(C2CC2)n1-c1ccccc1	-1%
Cc1ccc(C(=O)Cn2cnc3ccccc3c2=O)cc1	3%
CCOC(=O)c1ccc(N2C(=O)CC(Nc3ccc(CCO)cc3)C2=O)cc1 (stereo unspecified)	-9%
CC1=NC(=O)C(N=Nc2cccc(O)c2)N1c1ccccc1 (stereo unspecified)	6%
CCCc1ccc(-c2csc(NC(=O)Cc3cccs3)n2)cc1	-5%
O=C(CCCc1ccccc1)Nc1cccnc1	2%
Cc1nc(N)nc(OCC(F)(F)C(F)F)c1Br	12%
Cc1cc(N)n2ncc(-c3ccc(Cl)cc3)c2n1	3%
CCC/C=C(\CCC)C(NC(=O)c1ccc(C(=O)OC)cc1)c1ccc(C(=O)OC)cc1 (stereo unspecified)	-17%
COc1ccc2c(c1)C(C1=C(O)CC(C)(C)CC1=O)C1=C(CC(C)(C)CC1=O)O2 (stereo unspecified)	10%
Cc1ccc(NC(=O)/C(C#N)=C/c2cccs2)c(C)c1	-8%
CCC(C)(C)n1nnnc1C(c1cc2cc(C)ccc2[nH]c1=O)N1CCCc2ccccc21 (stereo unspecified)	15%
Cc1cc(C)cc(NC(=O)CN(Cc2ccccc2)S(C)(=O)=O)c1	-6%
COc1cccc(C(=O)NCCN2CCOCC2)c1	9%
CSc1cccc(NC(=O)CN(Cc2ccc(Cl)cc2)S(C)(=O)=O)c1	2%
Cc1no[n+]([O-])c1COc1ccccc1/C=C1\NC(=S)NC1=O	2%
CC(=O)N(c1ccccc1)c1nc(C)cc(C)c1C#N	-2%
CCOC(=O)C1CCN(C(=O)COc2ccc(Cl)cc2C)CC1	4%
CCSc1nc2c(c(-c3ccc(C)o3)c1C#N)CCCC2	-12%
CCOc1cc(CNn2nnnc2N)cc(Cl)c1OCC(=O)NC(C)(C)C	-1%
CCCCn1nc(-c2ccccc2)c2nc3ccccc3nc21	7%
COC(=O)[C@@]1(Cc2ccc(F)cc2)[C@H]2c3cc(C(=O)N(C)C)n(Cc4ccc(S(C)(=O)=O)cc4)c3C[C@H]2CN1C(=O)c1ccccc1	12%
N#Cc1c(/N=C/c2cc3ccccc3s2)sc2c1CCC2	-10%
O=C(Nc1nnc(C2CC2)s1)c1cc(S(=O)(=O)N2CCN(c3ccccc3)CC2)ccc1Cl	9%
CC(C)NC(=O)c1c2c(nc3ccccc13)CCCC2	6%
OC1(c2ccc3ccccc3c2)CCN(Cc2ccccc2)C1 (stereo unspecified)	23%
CCC(C)(C)n1nnnc1C(c1ccc(C)cc1)N(Cc1ccco1)Cc1cccs1 (stereo unspecified)	5%
Cc1ccc(NC(=O)C2CCN(S(=O)(=O)c3cccs3)CC2)cc1C	3%
CCCN(C(=O)c1ccco1)c1nnc(-c2ccncc2)s1	8%
COc1ccc(NC(=O)C2CCCO2)cc1 (stereo unspecified)	-10%
COc1ccc(S(=O)(=O)c2ccc(OC)cc2)cc1	24%

A portion taken from the entries so far, for reference:
SMILES	HT1080 cytotoxicity
Cc1ccc(C(=O)Cn2cnc3ccccc3c2=O)cc1	3%
CCOC(=O)c1ccc(N2C(=O)CC(Nc3ccc(CCO)cc3)C2=O)cc1 (stereo unspecified)	-9%

Other structures
SMILES	HT1080 cytotoxicity
Cc1nn(C(C)C(=O)NCc2ccccc2Cl)c(=O)c2c1sc1ccccc12 (stereo unspecified)	-8%
COc1ccc(CNc2ncnc(N)n2)cc1	6%
C[C@@H](C(=O)NCc1ccccn1)[C@H]1C[C@]1(C)[C@H](NC(=O)OCc1ccccc1)c1ccccc1	4%
COC(=O)c1sc(NC(=O)COc2ccc(C)cc2)nc1C	-13%
COc1ccc(C2C(C#N)=C(C)NC3=C2S(=O)(=O)c2ccccc23)cc1 (stereo unspecified)	9%
CCOC(=O)CSc1nnc(Cc2ccc(OC)cc2)n1-c1ccccc1	-9%
CCCCn1c(/N=C/c2c[nH]c3ccccc23)nc2ccccc21	-6%
